EBV gp42 block – Epstein-Barr virus gp42 inhibitors, primary screen, biochemical, uHTS, fluorescence polarization | Glycoprotein 42 (Epstein-Barr virus (strain AG876)), Q1HVG2 | inhibition, % (tested at 21.74 µM) | Fluorescence polarization binding assay, mP read-out | hit rate 0.42% among 220,000; in the data active = inhibition above about 50%
Target sequence (Q1HVG2 whole entry, looked up): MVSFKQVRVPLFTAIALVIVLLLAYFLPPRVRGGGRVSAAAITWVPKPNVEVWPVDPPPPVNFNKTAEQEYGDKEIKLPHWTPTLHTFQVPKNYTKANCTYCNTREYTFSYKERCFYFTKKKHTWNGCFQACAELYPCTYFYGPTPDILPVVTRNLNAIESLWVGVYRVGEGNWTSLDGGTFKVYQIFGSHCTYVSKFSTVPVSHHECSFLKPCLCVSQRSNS
p47phox inh – p47phox/p22phox peptide binding inhibitors, primary screen, biochemical, uHTS, NADPH oxidase regulatory subunit. fluorescence polarization, 2 h. inhibition, % at 24.7 µM. hit rate 0.53% among 220,000. AID 1274, 2008;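 active = inhibition above about 30%, limit read from the data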;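 also: 0% = p47phox with labelled peptide and 100% = labelled peptide alone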
Target sequence (P14598 whole entry, looked up): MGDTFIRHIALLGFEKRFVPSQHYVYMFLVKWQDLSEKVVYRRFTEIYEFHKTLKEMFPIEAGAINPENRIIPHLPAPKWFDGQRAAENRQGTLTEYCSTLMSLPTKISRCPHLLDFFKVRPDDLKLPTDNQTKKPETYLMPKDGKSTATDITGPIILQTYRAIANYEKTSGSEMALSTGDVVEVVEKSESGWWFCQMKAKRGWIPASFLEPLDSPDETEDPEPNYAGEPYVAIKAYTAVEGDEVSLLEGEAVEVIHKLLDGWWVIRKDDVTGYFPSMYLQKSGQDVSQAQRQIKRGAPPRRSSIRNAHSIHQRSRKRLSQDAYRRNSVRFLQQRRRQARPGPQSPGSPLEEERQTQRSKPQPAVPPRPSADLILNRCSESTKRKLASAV
RBBP9 inhibitor – human RBBP9 inhibitors, primary screen, biochemical, fluorescence polarization, FP-Rh probe, HTS | inhibition, % at 7.94 µM | recombinant RBBP9 | hit rate 0.2% among 220,000;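 active = inhibition above the campaign mean of all tested compounds plus 3 SD, cut at about 14% in these data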;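 also: plate controls were DMSO wells with RBBP9 for no effect and wells lacking RBBP9 protein for full effect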
Target sequence (O75884 whole entry, looked up): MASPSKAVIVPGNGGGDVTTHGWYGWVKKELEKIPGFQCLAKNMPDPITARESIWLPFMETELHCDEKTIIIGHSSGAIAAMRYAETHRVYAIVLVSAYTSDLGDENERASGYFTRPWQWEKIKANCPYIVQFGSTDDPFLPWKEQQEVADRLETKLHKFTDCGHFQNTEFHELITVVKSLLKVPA
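Test system: recombinant human RBBP9. Quantity: 2.5 µM RBBP9 dispensing solution, before mixing. Detection: FP readout at 525/598 nm. Reagent: Serine-hydrolase probe FP-Rh, 375 nM pre-mixing. Measure: % inhibition. Control set: DMSO-treated enzyme wells and wells lacking RBBP9. Buffer or medium: Tris-NaCl-Pluronic buffer, pH 8.0. Times: preincubation 30 min plus labeling 45 min at 25 °C.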
Tb hexokinase – Trypanosoma brucei hexokinase 1 inhibitors, primary screen, biochemical, G6PDH-coupled NADH absorbance, MLSCN library; AID 1430, 2008; inhibition, % at 10 µM; hit rate 0.11% among 220,000; recombinant TbHK1, G6PDH-coupled NADH A340; hexokinase 1 [Trypanosoma brucei];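 active = inhibition of 50% or more in the single-dose primary screen; inactive = inhibition below 50%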
p97 inhibitor – inhibitors of human p97 ATPase, primary screen, biochemical. Transitional endoplasmic reticulum ATPase (Homo sapiens), P55072. recombinant p97 ATPase, Kinase-Glo ATP luminescence, 3 h. inhibition, % at 8 µM. hit rate 0.42% among 220,000. AID 1481, 2009; in the data active = inhibition above about 15%;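 also: 0% = DMSO vehicle and 100% = wells lacking enzyme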
m-calpain inh – inhibitors of pig calpain II, primary screen, biochemical, fluorogenic peptide substrate, 1536-well; purified calpain II, 30 min; inhibition, % at 16 µM; hit rate 0.37% among 220,000;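 active = inhibition above about 50%, limit read from the data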
Runt-SMMHC FRET – inhibitors of RUNX1 Runt–CBFb-SMMHC binding, primary screen, biochemical, FRET, Cerulean-Runt, Venus-CBFb-SMMHC, uHTS; Runt-related transcription factor 1 (Homo sapiens) + Core-binding factor subunit beta …; Cerulean-Runt/Venus-CBFb-SMMHC FRET ratio 530/480, 1 h; inhibition, % at 20 µM; hit rate 0.74% among 220,000; AID 1434, 2008;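 active = mean inhibition across duplicate retests at 20 µM reaching about 50%, limit read from the data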;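 also: 0% = DMSO wells and 100% = wells with excess untagged CBFb-SMMHC; inhibitors lower the FRET ratio by blocking Runt binding to CBFb-SMMHC; some results filed as inactive read as strong as hits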
Furin inh – human furin inhibitors, primary screen, biochemical, fluorescence intensity; P09958; AID 463115, 2010; purified furin, fluorogenic substrate cleavage; hit rate 0.061% among 220,000; inhibition, % at 30 µM; in the data active = inhibition above about 25%; also: inactives centre near -15
Runt-CBFb FRET – inhibitors of RUNX1 Runt–CBFb binding, primary screen, biochemical, FRET, Cerulean-Runt, Venus-CBFb, uHTS | Runt-related transcription factor 1 (Homo sapiens) + Core-binding factor subunit beta … | Cerulean-Runt/Venus-CBFb FRET ratio 530/480, 1 h | inhibition, % at 20 µM | hit rate 0.46% among 220,000 | AID 1496, 2009;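 active = inhibition over about 50% at 20 µM in the single-dose screen, limit read from the data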;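 also: 0% = DMSO wells and 100% = excess unlabeled CBFb competitor control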
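Schedule: protein complex preformed 1 h, compound exposure 1 h, room temperature, dark; test system: Cerulean-labeled Runt domain protein; amount: 100 nM per protein; buffer or medium: Tris 50 mM pH 7.5, KCl, K2SO4, 0.01% BSA; read-out: loss of energy transfer signal; detection: FRET fluorescence; controls: 5 µM unlabeled CBFb as full-inhibition high control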
Numbers without * were called inactive; · = no result given; [ ] = dose if it differs, or a comment. The order is random; overall some 2.7% were active at least once.

EBV gp42 block	p47phox inh	RBBP9 inhibitor	Tb hexokinase	p97 inhibitor	m-calpain inh	Runt-SMMHC FRET	Furin inh	Runt-CBFb FRET	structure
-9	-5	-6	2	0	16	5	-18[20 µM]	-4	COc1cccc(-n2nnc3c(=O)n(CC(=O)OCc4ccccc4)cnc32)c1
3	18	-6	4	4	9	-3	-20	-6	CC[C@@H](C)[C@H](NC(=O)OC(C)(C)C)c1nnc(S(=O)(=O)Cc2cc(C)ccc2C)o1
-18	-15	-9	0	-3	16	2	-19[20 µM]	1	O=C(c1ccc(F)cc1)C1CCN(C(=S)Nc2ccccc2)CC1
·	·	-1	-6	2	·	·	-34[20 µM]	·	Cc1ccc(-c2nnc3c4ccccc4c(C)nn23)cc1S(=O)(=O)N1CCN(C)CC1
-8	1	-2	2	2	-73	-8	-13[20 µM]	0	Cc1ccc(S(=O)(=O)NCC(=O)OCC(=O)c2ccc(Br)s2)cc1
-23	-6	-12	9	-6	-12	0	3	-4	COc1ccc(NC(=O)CSc2nc3ccccc3c(=O)n2CCC(=O)N2CCCCC2)cc1
-7	-6	-12	8	-9	32	0	-6	0	CCOC(=O)c1c(C)c(C(=O)N2CCN(c3ccccc3)CC2)c(C)n1C
2	2	-4	-36	-4	27	-3	-1	1	O=C(N/N=C/c1ccc(Br)s1)c1ccncc1
-2	-4	-12	-1	2	-23	5	-27	2	CC(=O)Nc1ccc(N2CC(C)(C)C2=O)cc1
-11	-72	-5	-1	7	-33	-55	-10	-26	COc1cc(/C=C2\SC(=S)N(CC(=O)Nc3ccc(O)cc3)C2=O)cc(OC)c1OC
5	-2	-3	4	-3	-294	3	-16	1	CC(=O)Nc1ncnc2c1c(-c1ccc(Cl)cc1)nn2C(C)(C)C
5	0	-8	-3	3	9	-2	-11[20 µM]	1	CC(C)C(NC(=O)c1ccc(Cl)cc1)C(=O)NC1=NCCS1 (centres undefined)
-21	-12	·	-6	·	-130	0	-8	-2	Cc1ccc(-n2nc(C)c3c(C)c(CCC(=O)NCc4ccco4)c(C)nc32)cc1
-8	-18	4	-1	2	-12	-1	-16	-2	COC(=O)c1ccc2c(=O)n(CC3CCCO3)c(SCC(=O)Nc3ccccc3OC)nc2c1 (centres undefined)
-28	-4	-1	-15	-1	-70	-4	-5	-3	CN1CCN(C(=O)c2cc3nc(-c4ccc(F)cc4)cc(C(F)(F)F)n3n2)CC1
-5	-18	·	·	·	-319	-1	·	0	CCC(=O)Nc1ccc(C(=O)Cn2nc(C(=O)O)c3ccccc3c2=O)cc1

In the list so far, 2 have an aryl thioether with sulfur outside any ring:
EBV gp42 block	p47phox inh	RBBP9 inhibitor	Tb hexokinase	p97 inhibitor	m-calpain inh	Runt-SMMHC FRET	Furin inh	Runt-CBFb FRET	structure
-23	-6	-12	9	-6	-12	0	3	-4	COc1ccc(NC(=O)CSc2nc3ccccc3c(=O)n2CCC(=O)N2CCCCC2)cc1
-8	-18	4	-1	2	-12	-1	-16	-2	COC(=O)c1ccc2c(=O)n(CC3CCCO3)c(SCC(=O)Nc3ccccc3OC)nc2c1 (centres undefined)

Additional records:
EBV gp42 block	p47phox inh	RBBP9 inhibitor	Tb hexokinase	p97 inhibitor	m-calpain inh	Runt-SMMHC FRET	Furin inh	Runt-CBFb FRET	structure
-9	-11	-1	-8	6	20	-15	-4	1	CC(=O)NS(=O)(=O)c1ccc(NC(=S)NC(=O)C(C)(C)C)cc1
-24	-14	-4	-6	7	-6	-8	-21[20 µM]	0	O=C1OCCC1Sc1nnnn1-c1ccccc1 (centres undefined)
-21	0	-1	-5	3	-18	-3	-28	0	Cc1onc(C(=O)NCc2ccccn2)c1[N+](=O)[O-]
-4	3	-8	1	-5	31	3	4	-2	COc1ccc(/C=C/C(=O)NC(C)CCc2ccccc2)cc1 (centres undefined)
-10	·	2	-15	-1	-43	2	-21	3	C#CCOCCOCCOCCNc1nc(N2CCN(C(=O)[C@H](CCC(=O)O)n3cc(C(N)CC(C)C)nn3)CC2)nc(N2CCN(C(=O)[C@H](Cc3cc4ccccc4[nH]3)n3cc(C(N)[C@H](C)CC)nn3)CC2)n1 (some centres undefined)
-15	-11	-5	0	3	-27	2	-16	-10	COCCCn1c(SCC(=O)Nc2ccc(C(C)=O)cc2)nc2ccccc2c1=O
-9	-11	-4	2	-1	30	·	-24	·	CS(=O)(=O)N1CCC(C(=O)N2CCN(c3ccc(F)cc3)CC2)CC1
·	·	-6	-26	-3	·	·	-22	·	CCOc1ccc(C(=O)Nc2cc(=O)n(C)c(=O)n2C)cc1
-5	-4	4	2	0	11	3	-7	4	O=[N+]([O-])c1ccc(S(=O)(=O)NCC2CCCO2)cc1 (centres undefined)
0	-4	-6	0	1	-36	1	-19[20 µM]	2	Cc1cc(C)cc(OCC(=O)Nc2cccc(C(=O)O)c2)c1
1	-2	-9	0	0	-3	0	-16	0	COc1cc2ncnc(NCc3ccc(Cl)cc3)c2cc1OC
5	-9	-6	11	0	15	1	-11[20 µM]	-4	CCCCOc1c(Br)cc(/C=N/O)cc1OCC
-1	2	-4	0	4	-5	-2	-18[20 µM]	1	CCN(CC)S(=O)(=O)c1cc(C(=O)Nc2cccnc2)ccc1Cl
-3	-9	0	3	7	-7	-2	-26	-1	Cc1ccc(S(=O)(=O)N2CCOCC2)cc1NC(=O)CSc1n[nH]c(N)n1
-11	6	-7	-6	-1	31	0	-14	-3	Cc1cc2ccccn2c1C(=O)c1ccc([N+](=O)[O-])o1
2	0	-5	-2	7	-31	1	-26	-1	O=C1c2ccc(Oc3cccc([N+](=O)[O-])c3)cc2C(=O)N1c1ccccn1
0	-11	-12	9	-6	-3	0	-11	2	Cc1cc(NC(=O)c2ccccc2F)n(C(C)(C)C)n1
-7	-14	-3	1	1	-19	0	-17[20 µM]	-2	Cc1ccc(C(C)C)c(OCC(O)CN2CCN(CCO)CC2)c1 (centres undefined)
-5	2	-2	-11	3	-28	1	-22	0	Cn1c(SCC#N)nc2ccccc2c1=O
-20	-20	-3	0	2	-9	3	-4	0	O=C(OCCN1C(=O)c2ccccc2C1=O)c1cc(S(=O)(=O)N2CCOCC2)ccc1F
-10	-1	0	-1	3	17	5	-14	0	CNC(=O)CSc1nc2nn(-c3ccccc3)c(=O)c-2c2n1CCCCC2
-25	-17	3	0	-5	-39	-2	-7[20 µM]	-3	O=C(CC1CCCCC1)N1CCCC(c2nc(-c3ccc(S(=O)(=O)N4CCCC4)cc3)no2)C1 (centres undefined)
-8	-7	-6	1	4	13	15	-22[20 µM]	36	COc1cc(C(=S)N(C)C)ccc1O
-7	-3	-1	-5	2	-42	1	-21[20 µM]	-1	CCOC(=O)C1CCN(C(=O)CCN2C(=O)C3C4C=CC(C4)C3C2=O)CC1 (centres undefined)
-14	-13	-7	8	3	23	4	-8[20 µM]	3	O=C(CN1C(=O)COc2ccccc21)NCCN1CCC(Cc2ccccc2)CC1
-7	-8	-1	-11	5	-1	-4	-24	3	Cc1cnn(-c2cc(N/N=C/c3ccccc3)ncn2)c1
-9	6	-7	-1	3	28	0	-18	1	COc1ccccc1NC(=O)N1CCCC1C(=O)Nc1ccc(NC(C)=O)cc1 (centres undefined)
4	-18	-11	2	-7	30	-10	-7	1	COc1ccccc1CCNC(=O)c1cc(-c2ccccn2)nc2ccc(Br)cc12
-13	0	6	4	7	19	-1	-21	-1	FC(F)(F)c1cccc(NC(=S)NCc2ccccn2)c1
-9	-27	-7	-6	0	-352	8	-15	16	CN1C(=O)c2c(sc3c2CCCC3)NC1c1ccccc1O (centres undefined)
-7	3	1	-4	6	14	3	-9	0	COc1nc(N(C)C)nc(-n2nnc(C(C)=O)c2C)n1
1	9	-6	7	-5	4	-4	-19[20 µM]	-4	CC(C)CCNC(=O)NC(=O)CSc1nnc(COc2ccccc2Cl)o1
0	4	0	-1	2	-16	3	-5	1	C#CCOCCOCCOCCNc1nc(N2CCOCC2)nc(N2CCN(C(=O)[C@H]([C@@H](C)CC)n3cc(CCCN=C(N)N)nn3)CC2)n1
-3	-7	-6	-8	6	9	3	-13	0	O=C(CSc1ncnc2ccccc12)Nc1ccc(N2CCOCC2)cc1
-10	-7	-5	-6	1	-27	2	-25	1	COc1cccc(CNC(=O)CCC2CCCN(C(=O)c3ccc(C)nc3)C2)c1 (centres undefined)
-18	-12	-4	6	-4	16	-10	-22[20 µM]	-4	O=C(NC1CC1)c1ccc(S(=O)(=O)NCC2CCCCC2)cc1
3	5	-6	-13	-2	18	1	-17	1	c1ccc2oc(NC3=NCN(C4CCCCC4)CN3)nc2c1
2	-29	-11	-9	2	-291	14	-24	-2	COc1ccc(-c2cc(C(F)F)n3ncc(C(=O)N4CCc5ccccc5C4)c3n2)cc1
3	8	-4	7	0	0	-1	-3	2	O=C(CCN1c2ccccc2Sc2ccccc21)Oc1ccccc1
-12	-4	-8	2	1	-2	-4	-4	0	O=C(Nc1ccc(Oc2cccc(C(F)(F)F)c2)nc1)c1ccccc1
3	-10	4	7	1	22	5	-19	0	O=C(/C=C/c1ccccc1)NC(N1CCOCC1)C(Cl)(Cl)Cl (centres undefined)
0	-8	11	-4	-2	6	-3	-11[20 µM]	-8	CCOC(=O)Cc1csc(NC(=O)CSc2nc(N)c3c(C)c(C)sc3n2)n1
-5	-8	3	-2	3	-20	2	-19[20 µM]	-3	Cc1cc(=O)n2[nH]cc(C(=O)O)c2n1

Compound activity as filed in PubChem.
